Source: PubChem BioAssay
FBW7 activator = FBW7 E3 ligase activators, primary screen, biochemical, AlphaScreen, human | hit rate 0.13% among 650,000 | normalized activity (activation), % at 26.1 µM | AlphaScreen FBW7–phospho-cyclin E peptide binding, activator screen; in the data active = normalized activity above about 1.9%;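 also: purified mutant Fbw7 with reduced substrate affinity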
GPR151 ag = activators of human GPR151, primary screen, cell-based, PathHunter beta-arrestin, luminescence. activation, % at 11.2 µM. G-protein coupled receptor 151 (Homo sapiens), Q8TDV0. PathHunter beta-arrestin GPR151 cells. hit rate 1% among 650,000; in the data active = activation above about 4.9%;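 also: 0% = median of compound wells and 100% = cells with positive control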
Target sequence (Q8TDV0 whole entry, looked up): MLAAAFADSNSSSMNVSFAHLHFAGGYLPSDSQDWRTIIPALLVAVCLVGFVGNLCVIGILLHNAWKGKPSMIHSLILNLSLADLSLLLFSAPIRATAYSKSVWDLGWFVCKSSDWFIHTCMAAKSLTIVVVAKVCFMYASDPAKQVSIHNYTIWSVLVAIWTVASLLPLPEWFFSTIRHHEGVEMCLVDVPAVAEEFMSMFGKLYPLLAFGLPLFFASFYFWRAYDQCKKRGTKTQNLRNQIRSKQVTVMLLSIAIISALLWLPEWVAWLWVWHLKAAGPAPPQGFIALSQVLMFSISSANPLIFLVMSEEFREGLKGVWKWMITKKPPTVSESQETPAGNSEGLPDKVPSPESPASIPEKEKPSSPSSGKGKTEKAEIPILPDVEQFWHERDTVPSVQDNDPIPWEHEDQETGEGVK
TEAD-YAP inh = TEAD-YAP interaction inhibition, primary screen, TEAD-YAP interaction inhibitor project, luminescence, HEK-TIYL cells | TEAD-Gal4/YAP UAS-luciferase luminescence | hit rate 1.4% among 640,000 | AID 1259422, 2018 | inhibition, % at 9.12 µM; in the data active = inhibition above about 32%;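 also: 0% = median of test compound wells and 100% = reference inhibitor wells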
MITF primary = MITF inhibitors, primary screen, biochemical, AlphaScreen, human; AlphaScreen MITF homodimerization, bead proximity signal; hit rate 0.91% among 650,000; inhibition, % at 2.6 µM; AID 1259374, 2018; Microphthalmia-associated transcription factor (Homo sapiens), O75030; in the data active = inhibition above about 50%;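 also: 0% = vehicle wells with protein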
Target sequence (O75030 whole entry, looked up): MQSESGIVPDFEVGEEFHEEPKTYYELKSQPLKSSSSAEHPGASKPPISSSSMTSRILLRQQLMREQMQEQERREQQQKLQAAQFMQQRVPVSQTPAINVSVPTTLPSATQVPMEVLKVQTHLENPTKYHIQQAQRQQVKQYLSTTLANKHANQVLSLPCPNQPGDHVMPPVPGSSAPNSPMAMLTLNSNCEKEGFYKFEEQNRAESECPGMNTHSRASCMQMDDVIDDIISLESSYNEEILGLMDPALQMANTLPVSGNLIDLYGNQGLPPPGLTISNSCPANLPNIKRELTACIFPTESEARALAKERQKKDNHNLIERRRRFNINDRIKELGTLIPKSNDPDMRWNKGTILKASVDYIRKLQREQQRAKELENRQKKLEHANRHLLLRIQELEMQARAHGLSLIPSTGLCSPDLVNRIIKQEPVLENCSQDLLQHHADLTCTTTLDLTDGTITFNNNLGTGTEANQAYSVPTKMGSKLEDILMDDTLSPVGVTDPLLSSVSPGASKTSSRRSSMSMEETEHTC
Starred values were filed as active, the others as inactive; & = joins results of further samples. Rows are unselected; any-hit rate near 3.4%.

Order of results – FBW7 activator	MITF primary	GPR151 ag	TEAD-YAP inh
> Cc1ccc(N2C(=O)c3ccccc3NC2(C)C)cc1Cl
→ 0.1	7	-1.9	-41
> COc1cccc2cc(-c3nnc(Nc4ccccc4)s3)c(=O)oc12
→ -0.1	-4	0.0	-19
> CC(=Nc1ccccc1)c1c(O)n(C)c(=O)n(C)c1=O
→ 0.0	-5	1.4	6
> COC(=O)C1=CN(c2ccc(OC)cc2)C=C(C(=O)OC)C1c1ccc([N+](=O)[O-])cc1
→ 0.4	-12	-0.7	-4
> Cc1cc2nc(-c3cc(NC(=S)NC(=O)c4ccco4)ccc3Cl)oc2cc1C
→ 0.1	-10	-0.3	-15
> CCNC(=O)c1cc2c(=O)n3cc(C)ccc3nc2n(CC)c1=N
→ 0.0	1	-1.8	-1
> CC(=O)NNc1ccc(C)cc1C
→ 0.1	5	-0.6	4
> C/C(=N/NC(=O)c1ccc(O)cc1)c1ccco1
→ -0.1	1	-1.0	-2
> O=C(NCC1CCCO1)c1ccc2c(=O)n(Cc3cccc(Br)c3)c(=S)[nH]c2c1 (stereo not given)
→ 0.3	58*	0.9	-2
> C/C(N)=C(/C#N)C(=O)CSc1ncnc2c1cnn2-c1ccccc1
→ 0.3	-1	1.5	-7
> Cc1ccc2[nH]c(-c3ccccc3)c(CN3CCCC(C)C3)c(=O)c2c1 (stereo not given)
→ 0.1	4	0.3	-4
> O=C1CCC(=O)N1CN1CCN(c2ccccc2F)CC1
→ -0.1	-4	0.7	-5
> Cc1ccc(NC(=O)CCNS(=O)(=O)c2ccc3c(c2)oc(=O)n3C)c(C)c1
→ 0.0	13	-0.3	-2
> CCOC(=O)c1c(N2C(N)=C(C#N)C(c3ccc(Br)cc3)C3=C2CCCC3=O)sc2c1CCCC2 (stereo not given)
→ 0.5	0	-0.7	7
> CCC(CC)C(=O)NCCc1ccc(OC)c(OC)c1
→ 0.2	10	0.3	9
> CCc1ccc(C(=O)NNC(=S)Nc2ccc(S(N)(=O)=O)cc2)s1
→ -0.1	-10	2.7	-2
> CC(CCc1ccccc1)NC(=O)CCNS(=O)(=O)c1ccc(Br)cc1 (stereo not given)
→ 0.4	12	0.5	6
> O=C(/C=C/c1cccs1)Nc1ncccn1
→ -0.1	-2	-2.9	-48
> CCc1nc2c(sc3cccc(F)c32)c(=O)n1CC(=O)NCc1ccc(Cl)cc1
→ 0.3	55*	-0.5	-4
> Cc1cc(C(=O)N2CCC3(CC2)Nc2ccccc2-n2cccc23)c(C)[nH]1
→ 0.0	9	0.1	11
> O=C(Cc1ccsc1)Nc1ccc2cnn(-c3cccc(C(=O)NCCN4CCOCC4)c3)c2c1
→ 0.2	11	1.7	3
> O=C(Nc1ccc(N2CCOCC2)cc1)c1cc(N2CCN(Cc3ccc4c(c3)OCO4)CC2)nc2ccccc12
→ -0.1	-1	2.9	6
> Cc1cc(S(=O)(=O)N2CCOC23CCN(C(=O)c2cnccn2)CC3)ccc1F
→ 0.4	6	-1.7	7
> COc1ccc(C(=O)Nc2ccc(-c3cc4ccccc4oc3=O)c(C)c2)cc1[N+](=O)[O-]
→ 0.2	-11	0.6	-3
> Cc1cc(N2CCOCC2)n2nc(-c3cccs3)cc2n1
→ -0.1	2	0.1	-4
> CC(C)Cn1c(=O)c2c(nc3n2CCCN3c2ccc(Cl)cc2)n(C)c1=O
→ -0.1	6	-0.3	10
> CCOc1ccc(NC(=O)CN2C(=O)C3C4C=CC(C5CC45)C3C2=O)cc1 (stereo not given)
→ 0.7	18	0.4	-4
> NC(=O)Cc1ccc(OCC(O)CN2CCOCC2)cc1 (stereo not given)
→ 0.0	3	2.3	11
> CCN(CC)C(=O)c1sc2nc3ccc(C(C)C)cc3cc2c1N
→ -0.1	-10	0.5	-5
> COCCSc1nnc(NC(=O)c2ccc3c(c2)OCO3)s1
→ -0.1	0	0.7	-29

Given in CSV form: entries from further up.
compound,FBW7 activator,MITF primary,GPR151 ag,TEAD-YAP inh
O=C(/C=C/c1cccs1)Nc1ncccn1,-0.1,-2,-2.9,-48
COc1cccc2cc(-c3nnc(Nc4ccccc4)s3)c(=O)oc12,-0.1,-4,0.0,-19

Grouped by structure: the entries above containing an NH in an aromatic ring.
Order of results – FBW7 activator	MITF primary	GPR151 ag	TEAD-YAP inh
> O=C(NCC1CCCO1)c1ccc2c(=O)n(Cc3cccc(Br)c3)c(=S)[nH]c2c1 (stereo not given)
→ 0.3	58*	0.9	-2
> Cc1ccc2[nH]c(-c3ccccc3)c(CN3CCCC(C)C3)c(=O)c2c1 (stereo not given)
→ 0.1	4	0.3	-4
> Cc1cc(C(=O)N2CCC3(CC2)Nc2ccccc2-n2cccc23)c(C)[nH]1
→ 0.0	9	0.1	11

(list continues)
Order of results – FBW7 activator	MITF primary	GPR151 ag	TEAD-YAP inh
> O=C1/C(=N/Nc2nc3ccccc3o2)c2cccc3cccc1c23
→ 0.2	13	-1.0	-15
> C=CCN(CC=C)C(=O)CC1(c2cccc(F)c2)CC(=O)N(Cc2cccnc2)C1=O (stereo not given)
→ -0.1	-1	2.2	6
> COc1ccc(C=O)cc1COc1ccc([N+](=O)[O-])c(C)c1
→ 0.0	-4	0.0	9
> CCOc1ccccc1-n1c(=S)sc2c(=O)n(-c3ccc(C)cc3)c(SCC(=O)NCc3ccco3)nc21
→ 0.0	-12	-0.3	2
> COc1ccc(S(=O)(=O)Nc2ccc(F)cc2F)cc1C
→ -0.1	-5	4.2	-3
> Cc1cccc(C2c3[nH]c4ccccc4c3CCN2C(=O)c2cc(C)oc2C)n1 (stereo not given)
→ 0.1	-10	-1.3	-10
> COc1cc(C=O)cc(Br)c1OCc1ccc([N+](=O)[O-])cc1
→ -0.2	-7	0.0	-5
> O=C(COc1ccc([N+](=O)[O-])cc1)c1ccc(O)cc1O
→ 0.1	-3	-1.4	-16
> COC(=O)C1=CN(Cc2ccc(OC)c(OC)c2)C=C(C(=O)OC)C1c1ccc(OC)c(O)c1
→ -0.1	2	-0.1	-26
> S=C(NCC1CCCO1)NC1CCCCC1 (stereo not given)
→ 0.0	-4	0.6	1
> CSc1nnc2n(/N=C/c3cc4c(cc3Br)OCO4)cnn12
→ 0.3	2	-0.6	8
> NC(=O)C1CCN(C(=O)CSc2nc(-c3ccco3)cc(C(F)(F)F)n2)CC1
→ 0.1	-32	-0.2	-9
> COC(=O)c1ccc(CN(Cc2ccc(OC)c(OC)c2)S(=O)(=O)c2c(C)cc(C)cc2C)cc1
→ 0.2	16	-0.4	-20
> Cc1cccc(NC(=O)Cn2cnc3scc(-c4ccccc4)c3c2=O)c1C
→ 0.6	11	-2.8	4
> O=C(OCCN1CCCCC1)c1c[nH]c2ccccc12
→ 0.2&0.0	21&13	0.6&0.0	-2
> O=C(Cc1noc2ccccc12)Nc1ccccc1F
→ 0.3	4	0.6	-47
> CCOc1ccc(S(=O)(=O)Nc2ccccc2Br)c2cccnc12
→ -0.2	7	0.6	-6
> CN1C(=O)C(CC(=O)Nc2ccccc2F)N(NC(=O)c2ccc(Cl)cc2)C1=S (stereo not given)
→ 0.1	16	-0.7	9
> CCCc1[nH]nc2c1C(C1CC=CCC1)C(C#N)=C(N)O2 (stereo not given)
→ 0.4	4	1.1	4
> CCCCCNc1nc(C)nc2c1sc1nc3c(cc12)COC(C)(C)C3
→ 0.0	-4	-0.8	-15
> O=C(/C=C/c1ccc([N+](=O)[O-])s1)Nc1ccc(I)cc1
→ -0.1	-18	1.2	-5
> COc1ccc(CCNC(=O)NCC2CC(=O)N(c3ccc(Cl)cc3)C2)cc1 (stereo not given)
→ 0.0	-10	0.2	13
> CS(=O)(=O)c1ccccc1C(=O)Nc1ccc2c(c1)OCO2
→ 0.1	6	2.3	-3
> CCOC(=O)N/N=C/c1ccc(Br)s1
→ 0.1	13	0.6	-9
> O=C(c1ccc2c(c1)OCCO2)N1CCC(c2nc3ccncc3c(=O)[nH]2)C1 (stereo not given)
→ 0.7	17	1.6	3
> CC(C(=O)NCCc1ccccc1)N1CCN(Cc2ccccc2)CC1 (stereo not given)
→ 0.4	37	0.1	4
> O=C(NCc1ccccc1)c1ccc2c(=O)n(CCCN3CCCC3=O)c(=S)[nH]c2c1
→ 0.1	-1	-0.3	6
> O=C(N/N=C/c1ccccc1Cl)c1ccccc1[N+](=O)[O-]
→ 0.0	3	1.0	-1
> O=C(C1CC12CCN(Cc1cccs1)CC2)N1CCN(c2ccccc2)CC1 (stereo not given)
→ -0.1	-25	0.2	8
> CCCCCCNC(=O)c1ccc(Nc2cccc(Cl)c2)c(NC(C)=O)c1
→ 0.0	11	0.8	0
> Cc1cc(C)c(C#N)c(SCSc2ccc(C(C)(C)C)cc2)n1
→ 0.0	3	-0.2	15
> Nc1c(C(=O)Nc2ccc(Br)cc2)sc2nc3c(c(-c4cccs4)c12)CCC3
→ -0.1	2	0.7	6
> Cc1cc(Br)ccc1NC(=O)c1sc2ncn(Cc3ccccc3F)c(=O)c2c1C
→ -0.1	-5	1.0	-4
> COc1cc(/C=C/C(=O)O)cc(S(=O)(=O)N2CCc3ccccc32)c1OC
→ 0.0	7	-1.2	11
> Cc1cc(Br)ccc1NC(=O)C(=O)NCc1ccccc1Cl
→ 0.3	18	0.7	2
> O=C1Nc2ccccc2/C1=C\c1nc2ccccc2c(=O)n1-c1ccccc1[N+](=O)[O-]
→ 0.2	8	-0.6	-6
> Cc1ccc(C(=O)O)cc1S(=O)(=O)NCCCC(=O)O
→ -0.1	3	0.7	-4
> COc1cc(OC)c(OC)cc1CN1CC(C)OC(C)C1 (stereo not given)
→ -0.2	27	0.8	-3
> COc1ccc(-c2csc(Nc3ccc(C(C)=O)cc3)n2)cc1[N+](=O)[O-]
→ 0.9	-4	-1.2	-13
> Cc1c(C(=O)Nc2ccc3c(c2)OCCO3)sc2ncnc(N3CCC(C)CC3)c12
→ 0.0	-7	0.3	-2
> COc1ccc(N2C(=O)CSC2c2ccc(SC)cc2)cc1Cl (stereo not given)
→ -0.1	-13	-0.3	-16
> Cc1ccc(S(=O)(=O)Nc2nc3ccc(S(C)(=O)=O)cc3s2)cc1
→ 0.0	-2	-0.4	0
> CCC(C)CN1CCc2nnc(CCNC(=O)Cc3ccc(F)cc3)n2CC1 (stereo not given)
→ -0.1	11	2.2	-6
> Fc1ccc(Nc2nc3ccc(Cl)cc3n3nnnc23)cc1
→ 0.9	10	0.4	-4
> Cc1ccc(Nc2nc(-c3ccc(C(C)(C)C)cc3)cs2)cc1
→ 0.3	13	-1.1	4
> O=C(c1ccc(C#CC2(O)CCCCC2)cc1)N1CCN(c2ccc(Cl)c(Cl)c2)CC1
→ 0.4	12	2.5	5
> CCOc1ccccc1/C=c1/sc2nc3ccccc3n2c1=O
→ -0.1	0	-0.7	1
> Cc1ccccc1OCC(=O)Nc1sc2c(c1C(=O)OC(C)C)CCCC2
→ 0.0	3	0.3	-9
> CCOc1ccc(Nc2nc(Cl)nc(N3CCC(Cc4ccccc4)CC3)n2)cc1
→ 0.2	4	-0.4	-2
> Cc1cc(C)cc(NC(=O)c2sc3nc(SCC(=O)C(C)(C)C)n(CCc4ccccc4)c(=O)c3c2C)c1
→ 0.2	17	-1.3	-4
> O=C(COc1ccc(S(=O)(=O)N2CCCC2)cc1)Nc1c(F)cccc1F
→ 0.0	15	0.8	13
> O=C1C(Cl)=C(N2CCC(c3cc(-c4ccco4)n[nH]3)CC2)C(=O)c2ccccc21
→ 0.0	12	2.6	9
> C/C=C/CSc1nc2c(c(=O)[nH]c(=O)n2C)n1Cc1ccc(C)cc1
→ 0.3	28	1.3	2
> O=C(Nc1nc(C(c2ccccc2)c2ccccc2)cs1)C12CC3CC(CC(C3)C1)C2
→ 0.0	-8	0.0	-3
> COc1cc(/C=C/C(=O)O)cc(Cl)c1O
→ 0.0	-1	-2.8	-11
> CCOC(=O)CN1C(=O)S/C(=C/c2ccc(-c3cc([N+](=O)[O-])ccc3Cl)o2)C1=O
→ 0.2	13	-1.1	4
> CC(C)(C)OC(=O)NCC1CCCN(c2ccnc(Nc3ccc(S(N)(=O)=O)cc3)n2)C1 (stereo not given)
→ 0.1	10	-0.2	14
> COc1ccc(-c2cc(C(=O)NCc3ccc(Cl)cc3)no2)cc1
→ -0.1	-1	0.9	4
> CCOc1ccc(C2C3=C(CC(C)(C)CC3=O)Nc3nc(C(F)(F)F)nn32)cc1OC (stereo not given)
→ 0.0	-4	0.1	6
> O=C(COc1cc(Cl)c(Cl)cc1Cl)N1CCCC1
→ 0.0	-1	2.0	1

Next part
Order of results – FBW7 activator	MITF primary	GPR151 ag	TEAD-YAP inh
> Cc1cccc(-n2c(COc3ccccc3C)nnc2SCC(N)=O)c1
→ 0.1	-14	1.3	-20
> O=C(Cc1c(F)cccc1Cl)Nc1ncc([N+](=O)[O-])s1
→ 0.0	7	-1.3	-29
> O=[N+]([O-])c1cccc(S(=O)(=O)Nc2ccc(S(=O)(=O)N3CCCC3)cc2)c1
→ 0.1	19	2.1	1
> CCN1CCN(c2oc(COc3ccc(F)cc3)nc2C#N)CC1
→ -0.1	3	0.0	-13
> COc1ccccc1N1CCN(C2=CC(=O)C(C(C)(C)C)=CC2=O)CC1
→ -0.6	35	3.9	-17
> O=C(c1nc2ccccn2c1CNCc1cnn(Cc2ccccc2)c1)N1CCOCC1
→ -0.1	-11	0.8	4
> Cc1c(Cl)ccc(S(=O)(=O)N2CCCC2)c1Cl
→ 0.0	-9	-1.1	-5
> Cc1cccc(N=Cc2c(O)n(-c3cccc(C)c3)c(=S)[nH]c2=O)c1
→ -0.1	-2	0.4	-8
> COc1cc2c(cc1OC)n(CC(=O)NCc1ccc(C)cc1)n1c(C)cc(=O)nc21
→ -0.1	-2	0.0	10
